# TDP1 cell noCPT: qHTS for Inhibitors of human tyrosyl-DNA phosphodiesterase 1 (TDP1): qHTS in cells in absence of CPT. DT40 Tdp1-/- hTDP1 cells, no CPT, ATP luminescence, 48 h. Potency, µM (titrated, usually from 46.2 µM), inactives show at the highest dose activity change, negative = growth inhibition, usual class: inhibitors. 15% of 420,000 active; further: nearly all actives have a fitted effect of over 55% in size
#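 Cells were dispensed at 400 per well, compounds added by pin tool, plates incubated ≥48 hr at 37 °C, then CellTiter-Glo added for 30 min at room temperature before luminescence reading. Line: DT40 Tdp1-/- complemented with hTDP1; camptothecin omitted.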
# TDP1 cell CPT: qHTS for Inhibitors of human tyrosyl-DNA phosphodiesterase 1 (TDP1): qHTS in cells in presence of CPT | chicken DT40 Tdp1-/-;hTDP1 cells + 20 nM CPT, ATP luminescence, 48 h | Potency, µM (top dose mostly 46.2 µM), without a hit: top-dose activity change, negative = growth inhibition, actives largely listed as inhibitors | 12% of 420,000 active; further: nearly all actives have a fitted effect of over 55% in size
#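 Chicken DT40 Tdp1-/- cells stably complemented with human TDP1 were seeded at 400 cells/well in medium containing 20 nM camptothecin, exposed to pin-transferred compounds, and grown at 37 °C for at least 48 hr. Viability was read as ATP luminescence.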
# GCN5L2 inh: qHTS Assay for Inhibitors of GCN5L2; GCN5L2 HAT assay, ThioGlo1 CoA-SH fluorescence; Histone acetyltransferase KAT2A (Homo sapiens), Q92830; 0.21% of 390,000 active; Potency, µM (doses to about 58.9 µM), inactives show at the top dose activity change, negative = inhibition, actives largely listed as inhibitors; AID 504327, 2011
# Target sequence (Q92830 whole entry, looked up): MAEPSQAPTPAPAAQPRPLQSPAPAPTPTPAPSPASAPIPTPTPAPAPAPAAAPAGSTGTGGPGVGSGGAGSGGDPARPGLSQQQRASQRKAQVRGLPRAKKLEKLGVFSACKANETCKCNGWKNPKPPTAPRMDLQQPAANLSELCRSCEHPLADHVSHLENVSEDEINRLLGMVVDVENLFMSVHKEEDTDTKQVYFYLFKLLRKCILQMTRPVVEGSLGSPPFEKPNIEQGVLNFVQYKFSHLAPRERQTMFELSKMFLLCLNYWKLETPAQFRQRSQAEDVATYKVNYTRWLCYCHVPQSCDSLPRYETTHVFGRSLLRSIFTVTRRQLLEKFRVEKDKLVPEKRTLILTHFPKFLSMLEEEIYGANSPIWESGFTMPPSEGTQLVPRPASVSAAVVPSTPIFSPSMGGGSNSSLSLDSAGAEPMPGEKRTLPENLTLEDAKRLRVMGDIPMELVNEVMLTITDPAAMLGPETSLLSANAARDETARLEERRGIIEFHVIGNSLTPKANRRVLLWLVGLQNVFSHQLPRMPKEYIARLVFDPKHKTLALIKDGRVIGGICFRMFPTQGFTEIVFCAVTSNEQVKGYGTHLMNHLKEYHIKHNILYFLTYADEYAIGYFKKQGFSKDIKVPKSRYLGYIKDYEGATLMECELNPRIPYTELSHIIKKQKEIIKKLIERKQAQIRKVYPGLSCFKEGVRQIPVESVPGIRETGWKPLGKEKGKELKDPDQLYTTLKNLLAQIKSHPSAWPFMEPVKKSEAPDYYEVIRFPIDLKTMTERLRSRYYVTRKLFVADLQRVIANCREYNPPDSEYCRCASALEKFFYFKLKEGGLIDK
#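 Fluorescence readout, Ex340nm/Em540nm: ThioGlo1 (50uM final) reacts with free CoA thiol released as 20nM GCN5L2 acetylates H3(1-25) peptide (75uM) using acetyl-CoA (70uM). Compound and enzyme sat 15 min beforehand; 20 min room-temperature reaction.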
# * marks the source's active call; other numbers are inactive results; ? = inconclusive; / = no result given; & = joins results of further samples; [ ] = another dose, or the depositor's remark. The call rests on the fitted dose curve; in most records, active means well fitted curve in the direction sought with a large enough effect; inconclusive means small, poorly fitted or top-dose-only effect, or another doubt; inactive means no such curve, though single readings can be large; an effect the other way counts as inactive or inconclusive. On the % scale 0 is the no-effect control and ±100 the full control effect; potency means the concentration at half of the fitted maximal effect.
No. | SMILES | TDP1 cell noCPT | TDP1 cell CPT | GCN5L2 inh
1 | O=C(COC(=O)c1cc[n+]([O-])cc1)Nc1c(Cl)cccc1C(F)(F)F | 11.5% | 11.3% | 1.5%
2 | CC(/C=N/NC(=O)CSc1ccccn1)=C\c1ccc(C(C)C)cc1 | 10.3µM* | ? | -4.3%
3 | COc1c(C)cc(C(=O)C2CCCN(C(=O)c3ccc4cc[nH]c4c3)C2)cc1C (stereo not given) | -27.6% | 2.1% | 0.6%
4 | Cc1ccc(OCC(=O)NNC(=O)C2CSC3(C)CCC(=O)N23)cc1C (stereo not given) | 5.1% | 5.4% | 0.7%
5 | CN(C)/C=C1\C(=O)N(c2ccc(Cl)cc2)CS1(=O)=O | -4.8% | 6.4% | -8.3%
6 | COc1cc(C)c(NC(=O)C2CCN(S(=O)(=O)c3cccs3)CC2)cc1OC | 6.8% | 0.6% | -1.5%
7 | COc1cccc(C(=O)OCC(=O)N2CCc3ccccc3C2)c1 | -9.2% | -6.6% | -8.6%
8 | CN1CCN(CCCNC(=O)c2cnn(-c3ccccc3)c2C2CCN(C(=O)OC(C)(C)C)CC2)CC1 | -5.0% | -13.4% | 3.3%
9 | O=c1c2cc(Br)ccc2nc(-c2ccccc2)n1O | ? | -28.8% | 23.3%
10 | Cc1ccc(-n2ncc(C#N)c2/N=C/N2CCOCC2)cc1 | -5.0% | -9.9% | -4.6%
11 | Cc1ccc(C(=O)CCC(=O)Nc2ncccc2C)cc1 | 1.6% | 13.5% | -8.0%
12 | CCCc1nc2cc(C)c(Br)c(C)n2c1Cc1ccc(OC)cc1C | ? | ? | /
13 | O=C(NCCOC(=O)C1COc2ccccc2O1)C1COc2ccccc2O1 (stereo not given) | 1.9% | -14.4% | -16.7%
14 | COC(=O)c1cnn(-c2ccc(C(=O)Nc3ccc(OC(F)(F)F)cc3)cc2)c1N | ? | ? | -3.9%
15 | CCOC(=O)c1[nH]c(C)c(/C(O)=C2\C(=O)C(=O)N(CCN(C)C)C2c2ccco2)c1C (stereo not given) | 7.0% | -3.3% | -12.0%
16 | COc1cccc(C(=O)N2CCN(Cc3ccc(OC)cc3OC)CC2)c1 | -4.1% | 0.2% | -23.7%
17 | CCOC(=O)C1CCN(S(=O)(=O)c2ccc3c(c2)NC(=O)C(C)S3)CC1 (stereo not given) | ? | ? | 0.2%
18 | CCOC(=O)N1CCC(NC(=O)CSCc2nc(-c3sccc3C)oc2C)CC1 | ? | ? | -1.2%
19 | O=C1c2ccccc2CN1CCSC(=S)N1CCOCC1 | -4.5% | 9.2% | 0.4%
20 | Nc1nonc1-n1nnc(C(=O)N/N=C/c2cccnc2)c1-c1cccs1 | 2.5% | -14.2% | -4.4%
21 | N#Cc1ccc(OCC(=O)NNC(=O)C2CCCCC2)cc1 | 5.0% | -0.3% | -3.2%
22 | COC(=O)c1ccccc1NC(=O)CCCn1nc([N+](=O)[O-])c(Br)c1C | -20.4% | 14.6µM* | -7.6%
23 | COCCNC(=O)C(c1ccc(F)cc1)N(Cc1ccco1)C(=O)CCC(=O)Nc1nccs1 (stereo not given) | -25.3% | 1.3% | 1.2%
24 | COC(=O)CC1COc2ccccc2N1C(=O)c1cccc(Cl)c1 (stereo not given) | ? | -19.8% | ?
25 | COc1ccc2[nH]cc(CCNc3ncnc4ccc(-c5ccccc5OC)cc34)c2c1 | ? | ? | -22.2%
26 | Cc1cc(Cl)ccc1C(O)c1ncc(-c2cccc3ccccc23)[nH]1 (stereo not given) | ? | ? | /
27 | O=C(NCc1csc(-c2cccs2)n1)c1ccccc1 | -7.4% | 2.8% | 0.0%
28 | Cc1nn(-c2nc3ccccc3s2)c(N)c1-c1ccccc1 | ? | -11.5% | 0.8%
29 | CCOc1ccc(/C=C/C(=O)Nc2ccc(OC)cc2[N+](=O)[O-])cc1 | ? | -5.5% | -6.2%
30 | COc1ccc(-c2nc3ccccc3s2)cc1NC(C)=O | -4.6%&-10.0% | 20.8%&3.6% | -6.2%&-6.8%

# The list goes on.
No. | SMILES | TDP1 cell noCPT | TDP1 cell CPT | GCN5L2 inh
31 | O=C(O)c1ccc(C2(c3ccc(C(=O)O)cc3)OC(=O)c3ccccc32)cc1 | 17.1% | -2.7% | -14.9%
32 | Cc1cc(OCC(O)CNC(C)(C)C)ccc1Cl (stereo not given) | ? | 15.7% | -1.9%
33 | COc1ccc2[nH]cc(CCNC(=O)Cc3c(F)cccc3Cl)c2c1 | -26.8% | -12.9% | -1.1%
34 | O=C1CCC(C(=O)N2CCSCC2)CN1Cc1ccc(Cl)cc1 (stereo not given) | -4.1% | 0.8% | -1.8%
35 | Cc1c(Cl)cccc1NC(=O)CCN1C(=O)C2CC=CCC2C1=O (stereo not given) | 3.1% | 0.9% | -13.2%
36 | O=C(c1ccc([N+](=O)[O-])c(CS(=O)(=O)c2ccc(Cl)cc2)c1)N1CCCCC1 | ? | -3.5% | -17.9%
37 | COc1cc(NC(=O)CS(=O)(=O)c2ccccc2)cc(OC)c1OC | -20.8% | -4.5% | -8.1%
38 | CCOc1ccc(N(C(C)C(=O)Nc2cccnc2)S(C)(=O)=O)cc1 (stereo not given) | 19.9% | 11.2% | -5.9%
39 | CC(C)c1ccc(NC(=O)C2CCCN(S(=O)(=O)c3cccc4cccnc34)C2)cc1 (stereo not given) | 16.4µM* | 16.4µM* | 0.6%
40 | O=C(N=Nc1c(O)n(Cc2ccccc2)c2ccccc12)c1ccncc1 | ? | ? | 2.0%
41 | COc1ccccc1N1CCN(c2nc3ccccc3n3cnnc23)CC1 | 20.6µM* | ? | 4.0%
42 | O=C(Cn1c(=O)oc2ccccc21)NCc1ccco1 | -29.9% | -11.9% | -4.2%
43 | CCn1cc(/C=C(\NC(=O)c2cc(OC)c(OC)c(OC)c2)C(=O)NCCN2CCOCC2)c2ccccc21 | 11.3% | -8.4% | -5.9%
44 | CSCc1ccc(C(=O)NCC(c2cccs2)N2CCOCC2)cc1 (stereo not given) | ? | -17.5% | -0.2%
45 | Cn1ccc(C(=O)N2CCCc3ccccc32)n1 | -2.9% | 8.9% | 1.3%
46 | Cc1cc(=O)[nH]c2nnc(SCc3ccc(Cl)c(Cl)c3)n12 | -3.1% | -13.3% | 0.5%
47 | N#Cc1c2n(c3c(=O)n(Cc4ccc(Cl)cc4)cnc13)CCCC2 | ? | -16.6% | -1.3%
48 | Cc1cc(NC(=O)CCn2c(=O)sc3ccccc32)no1 | 2.2% | -2.4% | /
49 | C=CCOC(=O)C1=C(C)NC(SCC(=O)Nc2ccc(C)c(Cl)c2)=C(C#N)C1c1ccco1 (stereo not given) | 29.1µM* | ? | -3.8%
50 | CS(=O)(=O)c1ccc(C(=O)Nc2ccc(N3CCOCC3)cc2)c(Cl)c1 | ? | 4.2% | -3.4%
51 | CCOc1cc(/C=N/NC(=O)c2ccc(NC(=O)C3CC3)cc2)ccc1O | -17.6% | ? | -11.1%
52 | COc1ccc(Cl)cc1-c1cc2c(c(OC)c1)OCCN(Cc1cccn1-c1nccs1)C2 | -0.2% | -0.5%[9.04 µM] | /
53 | COc1ccccc1C(=O)Nc1cc(C)on1 | -11.5% | 12.9% | -10.3%
54 | COc1ccc(S(=O)(=O)N2CCC(C(=O)N3CCCCCC3)CC2)cc1 | ? | ? | -8.7%
55 | COc1cc(OC)cc(C(=O)NC(=S)NCc2ccco2)c1 | ? | ? | -11.9%
56 | CC(CC(=O)Nc1cc([N+](=O)[O-])ccc1Cl)c1ccccc1 (stereo not given) | -11.1% | -0.3% | -3.8%
57 | CN(CC(=O)Nc1c(Cl)cccc1Cl)C(=O)c1cc(-c2cccs2)nn1-c1ccccc1 | ? | ? | -18.1%
58 | O=C(NCc1ccc2c(c1)OCO2)C1COc2ccccc2O1 (stereo not given) | -2.0% | -13.1% | -1.2%
59 | CN(C)c1nc2c(c(=O)n(C)c(=O)n2C)n1Cc1ccccc1 | -25.5% | -11.7% | -2.5%
60 | CCOc1ccc(Nc2nc(Cl)nc(N3CCN(c4ccc(OC)cc4)CC3)n2)cc1 | 13µM* | 18.4µM* | -8.9%

# A stretch from further up, as a working copy:
No. | SMILES | TDP1 cell noCPT | TDP1 cell CPT | GCN5L2 inh
39 | CC(C)c1ccc(NC(=O)C2CCCN(S(=O)(=O)c3cccc4cccnc34)C2)cc1 (stereo not given) | 16.4µM* | 16.4µM* | 0.6%
40 | O=C(N=Nc1c(O)n(Cc2ccccc2)c2ccccc12)c1ccncc1 | ? | ? | 2.0%
41 | COc1ccccc1N1CCN(c2nc3ccccc3n3cnnc23)CC1 | 20.6µM* | ? | 4.0%
42 | O=C(Cn1c(=O)oc2ccccc21)NCc1ccco1 | -29.9% | -11.9% | -4.2%

# Five records drawn at random from the list so far:
No. | SMILES | TDP1 cell noCPT | TDP1 cell CPT | GCN5L2 inh
50 | CS(=O)(=O)c1ccc(C(=O)Nc2ccc(N3CCOCC3)cc2)c(Cl)c1 | ? | 4.2% | -3.4%
54 | COc1ccc(S(=O)(=O)N2CCC(C(=O)N3CCCCCC3)CC2)cc1 | ? | ? | -8.7%
57 | CN(CC(=O)Nc1c(Cl)cccc1Cl)C(=O)c1cc(-c2cccs2)nn1-c1ccccc1 | ? | ? | -18.1%
36 | O=C(c1ccc([N+](=O)[O-])c(CS(=O)(=O)c2ccc(Cl)cc2)c1)N1CCCCC1 | ? | -3.5% | -17.9%
40 | O=C(N=Nc1c(O)n(Cc2ccccc2)c2ccccc12)c1ccncc1 | ? | ? | 2.0%

# Later entries
No. | SMILES | TDP1 cell noCPT | TDP1 cell CPT | GCN5L2 inh
61 | Nc1ccc(Br)cc1C(=O)O | -3.7% | -2.5% | 0.1%
62 | O=C(NCc1ccco1)C(c1ccccc1)N(Cc1ccccc1)C(=O)Cn1nnc2ccccc21 (stereo not given) | ? | ? | -6.2%
63 | Cn1nccc1NC(=O)CSCC(=O)O | 0.6% | 6.1% | -7.8%
64 | CN(C)c1ncc2nc(-c3cc(F)cc(F)c3)c(=O)n(-c3ccccc3)c2n1 | 11.9% | 9.3% | -5.6%
65 | CCn1cc(C(=O)N2CCN(c3ccccc3)CC2)c(=O)c2cc(S(=O)(=O)N(C)C)ccc21 | -0.9% | -18.9% | -2.0%
66 | Cc1ccccc1-c1nc(S(=O)(=O)c2ccccc2)c(NCCN2CCOCC2)o1 | ? | ? | /
67 | CCOc1ccc(C2C(C#N)=C(N)Oc3cc(C)n(CCN4CCOCC4)c(=O)c32)cc1OCC (stereo not given) | -13.2% | -27.1% | -0.4%
68 | Cc1ccc(S(=O)(=O)/N=C(\N)c2ccc(F)cc2)cc1 | 7.0% | 7.9% | -4.0%
69 | CCOc1ccccc1/C=N/NC(=O)c1cccc(Cl)c1 | -32.3% | -28.7% | 3.7%
70 | COc1ccc(CCNCC(O)Cn2ccc3ccccc32)cc1OC (stereo not given) | -22.0% | -8.3% | -4.2%
71 | CCNc1sc(C(=O)OCC)c(N)c1C#N | -7.3% | 1.2% | -3.6%
72 | COc1ccc(C(=O)COC(=O)c2cc3ccccc3oc2=O)c(OC)c1 | -4.5% | -6.4% | -1.3%
73 | O=C1CCC(C(=O)OC(C(=O)Nc2cc(Cl)cc(Cl)c2)c2ccccc2)=NN1 (stereo not given) | 1.0% | -17.8% | -3.0%
74 | CC1CCN(S(=O)(=O)c2cccc(S(=O)(=O)N3CCOCC3)c2)CC1 | ? | -23.3% | -4.9%
75 | COCCNC(=O)C(=O)NCC1OCCN1S(=O)(=O)c1ccc2c(c1)OCCO2 (stereo not given) | -2.1% | 14.3% | 33.3%[activator]

# Screening data (PubChem)
